High-throughput results as filed in PubChem.
RmlCD inh 1536: blocks M. tuberculosis RmlC and RmlD coupled enzymes; inhibition, % at 3.6 µM; RmlC+RmlD coupled enzyme assay, percent inhibition; primary screen in compound mixtures; P9WH09+P9WH11; hit rate 0.03% among 160,000; AID 1533; in the data active = inhibition mostly above about 34%, no sharp cut-off; inconclusive = no clear call, values can overlap the other calls; inactive = mostly below about 22%; also: some results filed as inactive read as strong as hits
Target sequence (P9WH09 whole entry, looked up): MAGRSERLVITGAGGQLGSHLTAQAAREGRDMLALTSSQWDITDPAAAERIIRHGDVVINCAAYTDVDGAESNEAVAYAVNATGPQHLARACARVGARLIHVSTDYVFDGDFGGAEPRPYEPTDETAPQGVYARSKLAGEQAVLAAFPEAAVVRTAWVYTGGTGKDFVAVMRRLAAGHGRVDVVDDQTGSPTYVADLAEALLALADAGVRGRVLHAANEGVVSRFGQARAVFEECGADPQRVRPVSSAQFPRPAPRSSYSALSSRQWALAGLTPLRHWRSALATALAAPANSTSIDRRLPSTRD
Target sequence (P9WH11 whole entry, looked up): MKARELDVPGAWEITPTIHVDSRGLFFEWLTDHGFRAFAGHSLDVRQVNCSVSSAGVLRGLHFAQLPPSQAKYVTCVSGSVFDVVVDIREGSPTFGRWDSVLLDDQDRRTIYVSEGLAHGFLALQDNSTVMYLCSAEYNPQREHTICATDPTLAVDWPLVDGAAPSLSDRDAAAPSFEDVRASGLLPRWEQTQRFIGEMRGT
M. tuberculosis GlmU: inhibition of mycobacterial GlmU enzyme – biochemical, glucosamine-1-phosphate acetyltransferase (AID 1376) | M. tuberculosis GlmU acetyltransferase enzyme assay; higher % means a stronger effect | inhibition, %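 (tested at 30 µM in the primary screen)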, or IC50 in µM where a hit was titrated | hit rate 0.25% among 220,000; in the data active = inhibition above about 13%; inconclusive = no clear call, values can overlap the other calls;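 also: 0% = complete reaction with vehicle and 100% = reaction without substrate; strong numbers were not always called active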
* hit, by the source's call; ? = inconclusive; · = no result given.

SMILES	RmlCD inh 1536	M. tuberculosis GlmU
CCOc1ccc(Nc2cc(=O)n(C)c(=O)n2C)cc1	6.9	-2.9%
CCOc1ccc2[nH]c3c(N4CCC5(CC4)OCCO5)ncnc3c2c1	64.4	1.2%
O=C(NNC(=O)C1CC(c2cccnc2)=NO1)Nc1ccccc1F (configuration not stated)	-11.4	-3.6%
CN(NC(=O)/C=C/C(=O)O)c1ncc(C(F)(F)F)cc1Cl	3.0	-6.1%
Cc1cccc(Cn2c(SCCN3CCCCC3)nc3c2c(=O)[nH]c(=O)n3C)c1	·	-4.3%
CC(C)(C)c1ccc(C(=O)NCCC(=O)N2CCN(c3ncccn3)CC2)cc1	-7.0	-5.1%
Cc1cccc2c1-c1sc(C(=O)NCCCN3CCc4ccccc4C3)cc1CO2	-5.3	-2.8%
CSc1cccc(NC(=S)N(C(C)C)C(C)c2ccccn2)c1 (configuration not stated)	-1.0	-5.3%
CCOC(=O)N1CCC(=NNC(=O)NC2CCCCC2)CC1	·	4.2%
Clc1ccc(Cn2c(-c3cccnc3Cl)nc3ccccc32)c(Cl)c1	-7.2	0.8%
COc1ccc(C(=O)NNC(=S)NC(=O)c2ccccc2[N+](=O)[O-])cc1	4.1	-0.3%
CCOC(=O)c1cc(-c2ccccc2)sc1NC(=O)C(C)Sc1nnc(C)s1 (configuration not stated)	-13.9	1.4%

Compound profiles, as listed above. Order of screens: RmlCD inh 1536 | M. tuberculosis GlmU
Clc1ccc(Cn2c(-c3cccnc3Cl)nc3ccccc32)c(Cl)c1 is listed as -7.2 | 0.8%
O=C(NNC(=O)C1CC(c2cccnc2)=NO1)Nc1ccccc1F (configuration not stated) is listed as -11.4 | -3.6%
CSc1cccc(NC(=S)N(C(C)C)C(C)c2ccccn2)c1 (configuration not stated) is listed as -1.0 | -5.3%

Retrieved by compound from the entries so far (three):
SMILES	RmlCD inh 1536	M. tuberculosis GlmU
COc1ccc(C(=O)NNC(=S)NC(=O)c2ccccc2[N+](=O)[O-])cc1	4.1	-0.3%
CC(C)(C)c1ccc(C(=O)NCCC(=O)N2CCN(c3ncccn3)CC2)cc1	-7.0	-5.1%
CCOc1ccc2[nH]c3c(N4CCC5(CC4)OCCO5)ncnc3c2c1	64.4	1.2%

Following part:
SMILES	RmlCD inh 1536	M. tuberculosis GlmU
O=C(NCCCn1ccnc1)c1cccnc1	·	-0.9%
COc1ccc(NC(=O)c2cc3ccc4c5ccccc5[nH]c4c3cc2O)cc1	-8.6	5.9%
C#CCn1cc(C=C2C(=O)c3ccccc3C2=O)c2ccccc21	24.6	0.8%
CCCCn1c(-c2csc3c2CCCC3)n[nH]c1=S	6.8	-2.2%
N#CC1(P(=O)(c2ccccc2)c2ccccc2)CC1	39.5	-5.9%
Cc1ccnc(-n2sc3ccccc3c2=O)n1	-10.3	·
CC1CCCN(S(=O)(=O)Cc2ccc(Cl)cc2)C1 (configuration not stated)	44.8	0.1%
CC1=C(C(=O)OC(C)C)C(c2cccnc2)C2=C(CC(C)(C)CC2=O)N1 (configuration not stated)	-12.0	-4.8%
CCn1nc(C(=O)NCc2ccco2)c(Cl)c1Cl	1.5	-9.6%
CN(C)S(=O)(=O)c1cccc(NC(=O)CSc2nc3ccccc3[nH]2)c1	69.2	3.1%
CC(=O)N1CC(=O)N(Cc2ccccc2)/C(=C/c2ccccc2)C1=O	5.2	-1.2%
Cc1ccc(C)c(-n2[nH]c3c4c(ccc3c2=O)C(=O)c2ccccc2C4=O)c1	8.7	-3.4%

By substructure, the compounds so far containing an aryl methoxy group
SMILES	RmlCD inh 1536	M. tuberculosis GlmU
COc1ccc(C(=O)NNC(=S)NC(=O)c2ccccc2[N+](=O)[O-])cc1	4.1	-0.3%
COc1ccc(NC(=O)c2cc3ccc4c5ccccc5[nH]c4c3cc2O)cc1	-8.6	5.9%

Remaining list, next part
SMILES	RmlCD inh 1536	M. tuberculosis GlmU
Cn1c(=O)c2c(ncn2CCCNC2=CC(C)(C)CC(=O)C2)n(C)c1=O	6.2	-0.1%
Cc1cc(CN(C)Cc2c(C(=O)N3CCCCCCC3)nc3ccc(Cl)cn23)n[nH]1	-10.4	3.4%
O=C(COc1ccc(Cl)cc1Cl)Nn1c(=S)[nH]c2ncccc2c1=O	?	0.2%
Cn1ncc(Br)c1NC(=O)CSc1ccc(Cl)cc1	11.1	-6.1%
O=C(CC1Nc2cccc3cccc(c23)NC1=O)Nc1ccccc1 (configuration not stated)	-3.5	5.0%
Clc1ccc(-c2nc3ccccn3c2CN2CCOCC2)cc1	·	0.8%
Cn1cccc1/C=N/N1CCN(c2ccccc2)CC1	2.1	-0.7%
Cc1cccnc1NC(=S)Nc1ccc(Br)cc1Cl	-7.6	-1.3%
O=C(O)C1C2C=CC(C2)C1C(=O)OCC1CCCO1 (configuration not stated)	16.1	5.3%
N/C(=N\OS(=O)(=O)c1cccc([N+](=O)[O-])c1)c1ccncc1	-5.4	-1.3%
Oc1cccc(C(O)CNCc2ccc(OCc3ccc(Cl)cc3Cl)cc2)c1 (configuration not stated)	-7.1	-4.0%
Cc1ccccc1CSc1ccc(-c2ccc3c(c2)OCO3)nn1	8.3	3.1%
O=C(Oc1ccc(-c2cn3c(n2)SCC3)cc1)c1ccccc1	-3.0	-2.1%
NCCCC[C@H]1CNC(=O)C(=O)N1CCC12CC3CC(CC(C3)C1)C2	-7.1	0.0%
CNC(=S)NNC(=O)c1ccc(=O)n(Cc2ccc(Cl)cc2Cl)c1	·	7.5%
Cn1cc(Cl)c(C(=O)NNC(=S)NC2CCCCC2)n1	2.8	8.6%
O=C(NCc1cccs1)C1CCN(S(=O)(=O)c2ccc3c(c2)OCCO3)CC1	-6.9	0.5%
C=CCn1nnnc1SCC(=O)Nc1ccccc1C(=O)OC	·	3.9%
CN(C)CCNc1nc2c(c(=O)[nH]c(=O)n2C)n1CC(O)COc1ccc(Cl)cc1Cl (configuration not stated)	·	-2.3%
FC(F)(F)c1cc(Oc2ccc(Cl)cc2)ncc1-c1nnc(-c2ccc(Cl)cc2)o1	1.2	-1.4%
CS(=O)(=O)c1ncc(Cl)c(C(=O)Nc2ccc(N3CCOCC3)cc2)n1	-14.3	·
O=C(Nc1ccccc1N1CCOCC1)c1cccc([N+](=O)[O-])c1	-3.8	-3.6%
Fc1ccc(NC(=S)Nc2cccnc2)c(Cl)c1	-10.8	7.5%
CN(C)C(=S)c1ccccc1	-1.2	1.3%
CCOc1ccc(-n2c(O)c(C=NCCCn3ccnc3)c(=O)[nH]c2=O)cc1	·	0.1%
O=C(COc1ccccc1/C=C1/NC(=O)NC1=O)Nc1ccccc1	7.5	5.1%
O=C(C1CCCO1)N1CCN(S(=O)(=O)c2cccc3nsnc23)CC1 (configuration not stated)	·	8.2%
CCCNC(=O)C1CN(S(=O)(=O)c2ccccc2)CCN1S(=O)(=O)c1ccccc1 (configuration not stated)	·	1.4%
CC(=O)CCc1ccc(Oc2nc(-c3cccnc3)nc3ccccc23)cc1	-25.6	-6.5%
COc1ccc(N(CC(=O)NC2CCCC2)C(=O)c2ccc(N3CCCCC3)nc2)cc1	11.6	-4.8%
COC(=O)NC1(C(=O)O)CCCC1	11.8	1.2%
O=c1/c(=C\c2cccn2-c2ccccc2)sc2nc3ccccc3n12	4.2	-1.2%
COc1ccc2nc(C)cc(SCC(=O)N/N=C/c3ccc(O)cc3O)c2c1	13.3	-4.0%
CCn1cc(NC(=O)CCl)c(C)n1	6.2	-0.4%
CCc1ccc(-c2nc(CSCC(=O)NCCCN3CCCC3=O)c(C)o2)cc1	3.8	8.4%
CCOC(=O)C1=C(C(F)(F)F)Nc2ncnn2C1c1cc(OC)ccc1OC (configuration not stated)	-4.9	6.7%
CCOC(=O)C(Cc1ccccc1)c1ccnc2nc(N)nn12 (configuration not stated)	-7.6	4.3%
O=C(C1CCN(S(=O)(=O)c2ccc3c(c2)OCCO3)CC1)N1CCc2ccccc21	·	-4.8%
OCCOc1ccc(C2=NCCO2)cc1	·	-0.2%
Cc1onc(-c2ccccc2Cl)c1C(=O)Nc1sc2c(c1C#N)CCC2	13.4	5.8%
CO/N=C(/CNC(=O)c1ccc(Cl)cc1Cl)c1ccc(Cl)cc1	0.3	·
CC1(c2ccc3noc(-c4ccccc4)c3c2)OCCO1	·	-1.5%
Cc1c(C(=O)Nc2nc3ccccc3[nH]2)oc2c(Cl)cccc12	·	1.0%
CNC(=O)COC(=O)c1ccc(Cl)c(S(=O)(=O)N2CCCC2)c1	-1.5	4.6%
CC(C)CCNC(=O)NC(=O)COC(=O)C1CCN(S(=O)(=O)c2ccccc2F)CC1	6.7	-0.9%
Cc1ccc(NC(=O)CC2NCCNC2=O)cc1 (configuration not stated)	·	-0.6%
O=C1CC(c2ccccc2)c2ccccc21 (configuration not stated)	-8.4	-4.5%
CSc1nsc2nc(=O)c(/C=C3\C=Nc4ccccc43)c(N)n12	9.6	-4.0%
CC(=O)Nc1sc(N)nc1-c1ccccc1	7.2	-5.7%
CN(CCc1ccccn1)C(=O)CC1C(=O)NCCN1Cc1ccc(-c2ccccc2)cc1 (configuration not stated)	-13.3	-1.5%
Cc1c(NC(=O)c2c(F)c(F)c(F)c(F)c2F)c(=O)n(-c2ccccc2)n1C	·	-3.5%
Cc1ccc(N2C(=O)CC(NNC(=O)c3cccc(S(=O)(=O)N4CCCC4)c3)C2=O)cc1 (configuration not stated)	-1.3	2.2%
COc1ccc(N2CCN(CCOc3ccc4c(C)cc(=O)oc4c3)CC2)cc1	5.0	4.8%
CCn1c(Cc2ccccc2)nnc1SCC(=O)Nc1ccccc1O	-9.5	-5.7%
CC(NC(=O)c1ccc(=O)oc1)c1ccccc1 (configuration not stated)	0.1	1.9%
CCN(CC)S(=O)(=O)c1ccc(N2CCOCC2)c(NS(=O)(=O)c2cc(C(C)(C)C)ccc2C)c1	1.6	3.1%
Cc1cccc(OS(=O)(=O)NC(=O)OCC2CCCN3CCCCC23)c1 (configuration not stated)	8.5	-4.6%
COc1cccc(C(=O)Nc2c(C)nn(-c3ccccc3)c2C)c1	4.7	-4.6%
COc1cc(S(=O)(=O)N2CCC(c3nc4ccccc4s3)CC2)ccc1S(=O)(=O)N1CC(C)CC(C)C1 (configuration not stated)	-26.1	0.8%
O=C1c2ccccc2S(=O)(=O)c2cc(N3CCC4(CC3)OCCO4)ccc21	·	-8.1%

New compounds follow:
SMILES	RmlCD inh 1536	M. tuberculosis GlmU
N#Cc1nc(-c2ccc(Cl)cc2)oc1NCc1ccco1	-4.2	1.7%
CC(C)CC(N=Cc1c(O)c2ccccc2oc1=O)C(=O)O (configuration not stated)	4.1	6.0%
CC1=C(C(=O)OC(C)C)C(c2cccnc2)n2ncnc2N1 (configuration not stated)	-1.2	-4.6%
CN1CCN(c2c(C#N)c(C(F)(F)F)nn2C)CC1	-1.2	1.1%
COc1cc(NC(=S)NC(=O)c2ccc(C(C)(C)C)cc2)ccc1NC(=O)c1cccs1	-7.8	5.5%
COc1ccccc1Cn1c(=S)[nH]c2cc(C(=O)NCc3cccnc3)ccc2c1=O	7.8	-3.0%
O=C(N/N=C\C=C\c1ccc2c(c1)OCO2)c1cccnc1	-0.9	1.8%
O=C(c1ccccc1-c1ccccc1)N1CCOCC1	27.3	3.4%
S=c1[nH]ncn1/N=C/c1ccc(Br)cc1	·	1.9%
COc1ccc(C(=O)NC(=O)COC(=O)c2ccc3ncsc3c2)cc1	3.5	2.3%
COc1cc(/C=N/NC(=S)NCCN2CCOCC2)ccc1O	-9.4	-3.4%
Cc1ccccc1CSCC(=O)N/N=C/c1cccs1	·	0.8%
COC(=O)c1ccccc1NC(=O)CN(c1ccc(OC)cc1)S(C)(=O)=O	·	1.7%
COc1ccc(S(=O)(=O)N2CCC(C(N)=O)CC2)cc1	·	-3.5%
C/C=C/c1ccc(OCCOc2cc(C=O)ccc2OC)c(OC)c1	-6.1	2.0%
Cc1nc2nc(SCC(=O)C(C)(C)C)[nH]c2cc1Br	2.1	-2.2%
Cc1ccc(NC(=O)C(C)N=C2NS(=O)(=O)c3ccccc32)cc1F (configuration not stated)	·	0.7%
COc1ccc(S(=O)(=O)Nc2cc(C(=O)NC3CCCCCC3)ccc2N2CCOCC2)cc1	4.0	0.1%
COc1ccc(NC(=O)CSc2nc3ccsc3c(=O)n2CCCCCC(=O)O)cc1	-3.4	2.0%
CSc1nc2ccc(NC(=O)c3c(-c4ccccc4)noc3C)cc2s1	-5.5	6.1%
Clc1cc(CSc2ccccc2)nc(-c2ccccc2)n1	28.4	2.3%
CCN1C(=O)C(CC(=O)Nc2ccc(OC)cc2)N(Cc2ccco2)C1=S (configuration not stated)	·	-1.6%
Cc1ccc(N2C(=O)C3C4C=CC(CNC(=S)N5CCN(c6ccccn6)CC5)(O4)C3C2=O)cc1 (configuration not stated)	12.1	-5.3%
Cc1nonc1-c1csc(N)n1	-8.6	3.5%
O=c1c2ccccc2cnn1Cc1n[nH]c(=S)n1-c1ccc(Cl)cc1Cl	6.8	0.2%
COc1nc(OC)nc(N(C)CCO)n1	6.7	-0.6%
CC1CCC/C=C/C(=O)c2c(O)cc(O)cc2CC(=O)O1 (configuration not stated)	·	4.4%
CCC(C)(C(=O)NC1CCCCC1)N(CC1CCCO1)C(=O)CNC(=O)c1ccccc1 (configuration not stated)	-6.4	-0.3%
c1ccc(-n2cc(CN3CCCC(CN4CCCC4)C3)c(-c3ccc4c(c3)OCO4)n2)cc1 (configuration not stated)	-8.3	-1.9%
CSc1ccccc1C(=O)Nc1cccc(N(C)S(C)(=O)=O)c1	7.0	4.2%
CCOc1ccc(Br)cc1CC(=O)O	-1.1	1.3%
O=C(/C=C/c1ccco1)NC(=S)Nc1ccc(N2CCOCC2)c(Cl)c1	·	-5.3%
CCOC(=O)c1c(C)nc2ccccc2c1-c1ccccc1	-11.3	-3.8%

This is a subset; the hit share may differ from the screen's.
